HCV inh – blocks hepatitis C virus; Huh7.5.1 HCVcc-Cre infection, luciferase reporter, 44 h; Potency, µM (doses to about 41.8 µM), for inactives: at the top dose activity change, negative = inhibition, hits mostly inhibitors; hit rate 3.4% among 340,000; AID 651820; further: potency means the concentration at half of the fitted maximal effect; on the % scale 0 is the no-effect control and ±100 the full control effect
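Luciferase read-out (15 sec integration) after a 15 min room-temperature substrate step quantifies HCVcc-Cre infection. Cells, 1,000 per well, had compound added 4 h post-plating, then virus at ~0.5 moi, and were cultured 44 h.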
LmPK inh – blocks Leishmania mexicana pyruvate kinase activity; purified LmPK, Kinase-Glo ATP luminescence, 1 h; hit rate 0.37% among 290,000; AID 1721; Potency, µM (top dose mostly 57.5 µM), without a hit: at the highest dose activity change, negative = inhibition, actives largely listed as inhibitors; further: potency means the concentration at half of the fitted maximal effect; on the % scale 0 is the no-effect control and ±100 the full control effect
Target sequence (Q27686 whole entry, looked up): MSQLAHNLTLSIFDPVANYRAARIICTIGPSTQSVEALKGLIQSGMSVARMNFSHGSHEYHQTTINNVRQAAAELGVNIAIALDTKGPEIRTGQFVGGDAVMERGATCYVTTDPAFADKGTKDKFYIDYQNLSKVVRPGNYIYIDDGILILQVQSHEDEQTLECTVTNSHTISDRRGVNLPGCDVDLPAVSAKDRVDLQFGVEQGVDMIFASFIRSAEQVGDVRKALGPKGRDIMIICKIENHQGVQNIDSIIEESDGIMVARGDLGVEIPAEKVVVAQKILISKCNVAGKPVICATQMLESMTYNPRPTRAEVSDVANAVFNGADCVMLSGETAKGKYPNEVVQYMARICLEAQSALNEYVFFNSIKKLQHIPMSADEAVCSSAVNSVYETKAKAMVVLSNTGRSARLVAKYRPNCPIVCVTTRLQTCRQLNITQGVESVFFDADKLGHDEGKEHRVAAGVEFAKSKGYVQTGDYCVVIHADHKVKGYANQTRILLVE
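Screened at intermediate enzyme activity to detect both inhibitors and activators: LmPK at 0.1 nM, with a 0.5 nM enzyme column as activation reference. PEP 0.5 mM, ADP 0.1 mM; ATP detected by luminescence after 1 h.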
Pf growth 96h – P. falciparum growth inhibition at 96 hours; P. falciparum luciferase reporter growth, 96 h; Potency, µM (titrated, usually from 28.7 µM), inactives show at the top dose activity change, negative = inhibition, actives largely listed as inhibitors; hit rate 6.9% among 320,000; AID 504834; further: potency means the concentration at half of the fitted maximal effect; on the % scale 0 is the no-effect control and ±100 the full control effect
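Parasite growth measured via integrated firefly luciferase reporter in P. falciparum. Infected erythrocytes at 2% hematocrit, 0.05% parasitemia final were treated 96 hours at 37 C under 5% CO2, and luminescence was read.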
Shiga toxin inh – inhibitors of Shiga toxin in Vero cells; Vero cells, Shiga toxin protein synthesis inhibition reporter; inhibition, % at 38.7 µM; hit rate 9.2% among 290,000; in the data active means inhibition mostly above about 28%, no sharp cut-off; inactive means mostly below about 43%; further: 0% is about no effect
Pf growth 48h – P. falciparum growth inhibition at 48 hours (one generation) | hit rate 5.9% among 310,000 | Potency, µM (series often up to 28.7 µM), for inactives: at the top dose activity change, negative = inhibition, most hits filed as inhibitors | P. falciparum luciferase growth in erythrocytes, 48 h; further: potency means the concentration at half of the fitted maximal effect; on the % scale 0 is the no-effect control and ±100 the full control effect
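A one-generation exposure of luciferase-tagged malaria parasites in RPMI 1640/Albumax erythrocyte culture, 37 C and 5% CO2. Inhibition is inferred from decreased luminescence after adding detection reagent.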
TbPYK inhibitor – blocks Trypanosoma brucei pyruvate kinase | Q57TT1 | TbPYK enzyme, Kinase-Glo Plus ATP luminescence, 45 min | Potency, µM (top dose mostly 76.8 µM), inactives show at the top dose activity, negative = inhibition, most hits filed as inhibitors | hit rate 0.12% among 410,000 | AID 624173; further: potency means the concentration at half of the fitted maximal effect; on the % scale 0 is the no-effect control and ±100 the full control effect; nearly all actives have a fitted effect of over 50% in size
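Luminescent Kinase-Glo Plus end-point after 45 min room-temperature reaction of T. brucei pyruvate kinase started with 130 uM ADP (final). Buffer TEA 50 mM pH 7.2 with KCl, MgCl2, BSA, Tween-20; titration-based qHTS with fitted concentration-effect curves.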
Cycloheximide cs – counter-screen hit for Shiga toxin inhibitors, cycloheximide; cell reporter, cycloheximide protein synthesis inhibition counterscreen; max response, %; hit rate 12% among 300,000; in the data active means max response mostly above about 13%, no sharp cut-off; inactive means mostly below about 14%; further: read at 38.3 µM for the half of the compounds with a filed dose; 0% is about no effect
* marks the source's active call; other numbers are inactive results; i = inactive; u = inconclusive; x = not tested or not shown; & = joins results of further samples; [ ] = dose if it differs, or a comment. Unless noted, the call rests on the fitted dose curve; in most records, active means well fitted curve in the direction sought with a large enough effect; inconclusive means small, poorly fitted or top-dose-only effect, or another doubt; inactive means no such curve, though single readings can be large; an effect the other way counts as inactive or inconclusive.

Screens in order: HCV inh, Cycloheximide cs, LmPK inh, TbPYK inhibitor, Pf growth 96h, Shiga toxin inh, Pf growth 48h
Cc1cc(C(=O)OCC(=O)NC(C)c2ccc(F)cc2)c(C)o1 (configuration not stated)
 : -8.7%, x, x, 6.4%, u, x, u
C=CCN(CC=C)c1nc2ccccc2nc1C(C#N)C(=O)OCCOC (configuration not stated)
 : u, 1.7, 1.3%, -11.3%, 6.57µM*, -7.1, 10.4µM*
CCCn1c(SCc2nc3ccccc3s2)n[nH]c1=O
 : -0.5%, 52.6*, -6.7%, 0.2%, i, 90.0*, 381.3%[activator]
CC(Oc1ccc(-c2ccccc2)cc1)C(=O)O (configuration not stated)
 : 14.2%, -6.4, -4.6%, -3.5%, u, -18.8, -0.3%
Cc1cc(C)nc(NS(=O)(=O)c2ccc(NC(=S)NC(=O)C3CCCC3)cc2)n1
 : -1.0%, -1.2, 6.4%, -14.6%, 15.2%, -18.8, x
Cc1c(Cl)cccc1Nc1ncccc1C(=O)O
 : 11.6%&16.4%, -0.9, -9.2%, 4.2%&0.3%&-4.3%, 77.9%&-11.8%[activator], 19.6, 35.4%&1.6%[activator]
Cc1ccccc1NC(=O)NC1CCCCC1C (configuration not stated)
 : 8.3%, -2.9, 2.8%, 5.5%, -2.6%, 7.0, 21.6%
NNC(=O)c1cc2cc(OC(F)(F)F)ccc2[nH]1
 : 14.1%, -1.9, 1.5%, 4.9%, u, 14.2, u
CSc1cccc(CN(C)C(=O)C2CCC(=O)N(CCCN3CCCC3=O)C2)c1 (configuration not stated)
 : 14.5%, -5.0, -9.1%, -1.6%, u, 14.6, 15.4%
C=CCn1c(CSc2nc3ccccc3s2)nnc1SCC(=O)OCC
 : 13.5%, -2.1, 4.8%, 1.4%, u, -6.7, 18.7%
CCOC(=O)CNC(=O)CSc1nnc(C)c(=O)[nH]1
 : 10.9%, -2.3, -1.7%, -3.6%, 21.8%, 9.3, 5.9%
O=C(COc1ccc(Br)cc1)Nc1nnc(-c2cccnc2)s1
 : 1.7%, 11.2, 2.4%, -2.0%, 45.8%[activator], 2.7, 43.4%
Cc1ccc(S(=O)(=O)CC(=O)Nc2nc3ccccc3s2)cc1
 : 28.0%, -2.1, 0.7%, 5.7%, u, 1.8, -4.4%
Cc1ccc(Nc2nc(N)c([N+](=O)[O-])c(NCCO)n2)cc1
 : -4.5%, 12.7*, 1.1%, -5.5%, u, 23.6, u
CCC(C)(C)n1nnnc1C(c1ccccc1)N1CCc2ccccc2C1 (configuration not stated)
 : 4.8%, 15.5, 8.7%, 0.3%, x, -15.3, -25.3%
Cc1cc(C)n2nc(CC(=O)NNC(=O)c3ccccc3Cl)nc2n1
 : 16.1%, 4.8, 1.5%, 6.3%, 44.3%[activator], -9.5, 38.2%[activator]
COc1ccc(/C(C)=N/NC(=O)Cc2ccc(Cl)cc2)cc1
 : -9.5%, -2.5, -0.9%, -6.4%, 1.4%, x, 11.0%
CCCn1nc(C(=O)NCC2COc3ccccc3O2)c2ccccc2c1=O (configuration not stated)
 : u, x, x, -0.8%, u, x, -21.1%
Cc1ccc(CC(=O)Nc2ccc(F)c([N+](=O)[O-])c2)cc1
 : -1.3%, -2.1, 2.4%, 0.8%, -24.5%, -12.8, -1.5%
COc1ccc(/C=C(/NC(=O)c2ccc(Br)cc2)C(=O)N2CCOCC2)cc1
 : -4.5%, 4.8, -7.7%, 3.9%, u, -30.3, u
COC(=O)c1ccc(-c2noc(CN(Cc3nccn3C)C(C)C)n2)cc1
 : 6.9%, -2.9, -0.6%, -8.4%, 24.6%, -41.0, 4.1%
Fc1cccc(CCNCc2ccccn2)c1
 : 10.2%, 11.6, -4.0%, -5.8%, 34.4%[activator], 19.1, -9.5%
Cc1ccc(Nc2nc(Oc3ccc(OCc4ccccc4)nn3)nc(N3CCOCC3)n2)cc1
 : -4.6%, -2.7, 9.9%, 0.1%, 18.1%, -21.0, u
CC1=[N+](C)c2c(ccc3cccnc23)C1(C)C
 : u, -1.2, -6.2%, -0.8%, 45.2%[activator], 1.4, u
CCOC(=O)C(=N/O)/C(C)=N/NC(=O)C(=O)Nc1cc(Cl)ccc1Cl
 : -14.7%, -2.2, 0.5%, -4.6%, 12.4%, -2.2, 12.1%
CCCOc1ccc(CSc2nnc(CCC)n2N)cc1
 : 8.3%, 11.1, 3.9%, -1.4%, x, 18.3, 10.8%
COc1ccc(OC)c(-n2c(SCC(C)=O)nnc2-c2cccc(S(=O)(=O)N(C)C)c2)c1
 : -13.7%, 0.9, 6.4%, -26.2%, 11.7µM*, -5.5, x
CCNc1nnc(CSc2nc3ccccc3s2)s1
 : -14.6%, 36.8*, -1.8%, 3.1%, 11.4%, 59.7*, 74.5%[activator]
N#Cc1c(C(F)(F)F)cc(-c2ccccc2)[nH]c1=O
 : 9.5%, -1.9, 4.3%, 3.7%, 73.4%[activator], -1.9, 3.7%
O=C(Nc1ccccc1Br)c1ccccc1-c1ccccc1
 : u, -3.8, 0.1%, -7.0%, 7.38µM*, -14.0, 2.1%

Filtered by structure, the entries above with a COOH group (2)
Screens in order: HCV inh, Cycloheximide cs, LmPK inh, TbPYK inhibitor, Pf growth 96h, Shiga toxin inh, Pf growth 48h
CC(Oc1ccc(-c2ccccc2)cc1)C(=O)O (configuration not stated)
 : 14.2%, -6.4, -4.6%, -3.5%, u, -18.8, -0.3%
Cc1c(Cl)cccc1Nc1ncccc1C(=O)O
 : 11.6%&16.4%, -0.9, -9.2%, 4.2%&0.3%&-4.3%, 77.9%&-11.8%[activator], 19.6, 35.4%&1.6%[activator]

Other structures:
Screens in order: HCV inh, Cycloheximide cs, LmPK inh, TbPYK inhibitor, Pf growth 96h, Shiga toxin inh, Pf growth 48h
CSc1ccc(/C=N/Nc2nc(C)cc(C)n2)cc1
 : 2.8%, 41.7*, -6.7%, -2.0%, 54.1%[activator], 33.2*, -0.8%
COc1cccc(-n2nnnc2SCC(=O)NCc2ccc3c(c2)OCO3)c1
 : -22.2%, 0.7, 0.5%, -1.8%, u, 8.8, 26.7%
COc1ccc(CNC(=O)c2ccccc2NS(C)(=O)=O)cc1
 : -3.6%, 6.8, 2.3%, -2.0%, u, -5.9, 13.0%
COc1cccc(-c2nc(-c3ccc(NC(=O)c4cccnc4)cc3)no2)c1
 : 2.3%, -3.0, 7.6%, -1.4%, 11.7µM*, -12.0, u
CC1Oc2ccccc2N(CC(=O)Nc2ccc(F)cc2)C1=O (configuration not stated)
 : 15.5%, 0.3, 3.7%, -0.6%, -20.6%, -4.0, -18.5%
CC(=O)c1nn(-c2cccc(Br)c2)cc1C(=O)c1ccc2ccccc2c1
 : -8.0%, -3.8, -1.2%, -17.3%, 5.8%, -3.4, 6.9%
C=CCn1c(=O)c2ccccc2n2c(SCC(=O)Nc3cc(C)on3)nnc12
 : 1.7%, -3.0, -2.4%, -3.9%, -16.6%, -8.6, -1.1%
O=C(c1ccccc1)c1cc([N+](=O)[O-])ccc1N1CCOCC1
 : -8.2%, -5.2, 0.1%, 3.1%, u, -7.6, -14.7%
O=[N+]([O-])c1ccc(/C=N/Nc2nc(N3CCCC3)nc(N3CCCC3)n2)o1
 : u, 7.2, -2.7%, 3.9%, 10.4µM*, 3.2, x
Cc1cc(C)n2c3c(c(C#N)c2n1)CCCC3
 : -19.3%, -3.3, 2.1%, 0.4%, 17.6%, -3.3, 4.9%
O=C(C1CC(=O)N(c2ccc(Cl)cc2)C1)N1CCOCC1 (configuration not stated)
 : 10.5%, -1.6, -0.4%, -7.5%, 30.5%, -18.3, 10.4%
C=CCNS(=O)(=O)c1nc(C)c(Cl)c(C)c1C#N
 : -13.9%, -1.0, 2.5%, 5.5%, u, -6.9, -4.6%
O=C(Cc1ccccc1)Nc1ccc(N2CCOCC2)cc1N1CCOCC1
 : 3.0%, -1.2, 0.1%, -7.1%, 2.2%, -4.9, -13.4%
CCc1ccc(N(C(=O)c2snc(C(N)=O)c2N)C(C(=O)NCC2CCCO2)c2cccs2)cc1 (configuration not stated)
 : u, 36.6*, -2.4%, -6.2%, 10.1%, 56.9, u
COc1ccc(/C=N/Nc2ncc(-c3ccccc3)cn2)c(OC)c1
 : 3.0%, -2.3, 5.6%, 0.2%, u, 18.4, 0.0%
Cc1cccc(NS(=O)(=O)c2nnc(NC(=O)C3CCCCC3)s2)c1
 : 9.4%, -1.0, -1.3%, 6.5%&-2.0%, -6.5%, -1.7, 2.2%
Cc1ccccc1-c1nnc2c3ccccc3c(C)nn12
 : -15.2%, -1.0, 1.2%, 6.1%, -18.3%, 25.7, 10.0%
Cn1cnc([N+](=O)[O-])c1Sc1nnc(-c2cccnc2)n1C
 : 0.4%, 0.7, 6.5%, -0.5%, u, -6.4, u
O=C(N/N=C1/CC2CCC1C2)c1cc2ccccc2cc1O (configuration not stated)
 : 12.2%, 9.0, 1.5%, 2.2%, 9.28µM*, -1.8, u
COc1ccc(NS(=O)(=O)c2ccc(NC(=O)C3CC3)cc2)cc1
 : 10µM*, -2.9, -9.2%, -10.8%, u, -30.6, -5.5%
Cc1ccc(Oc2ncc(-c3ccc(Cl)cc3)cn2)cc1
 : 11.0%, 6.2, -1.5%, 1.4%, 26.8%, -23.6, 0.0%
Cc1nc2scc(C)n2c(=O)c1S(=O)(=O)NCc1ccccc1
 : 14.6%, -5.0, 2.9%, -1.9%, 25.9%, -5.0, 25.4%
COC(=O)c1cc(-c2ccccc2)sc1NC(=O)CN1C(=O)c2ccccc2C1=O
 : u, -2.2, 1.9%, -13.6%, 0.0%, -7.8, 5.0%
Cn1c(SCC(=O)Nc2ccc(F)cc2)nc2c([nH]c3ccccc32)c1=O
 : 7.9%, -2.8, 1.1%, -6.4%, 7.7%, -8.7, 21.1%
CN(CC(=O)Nc1c(Cl)cccc1Cl)C(=O)CCC(=O)c1ccccc1
 : -18.1%, x, x, 1.3%, 15.6%, x, u
Cc1cccc(C(=O)NNC(=O)c2ccccc2-n2cccc2)c1
 : 4.9%, 0.5, -3.7%, 5.1%, -1.3%, 23.5, u
Cc1ccc(S(=O)(=O)N2[C@@H](c3ccc(Cl)cc3)C(C(=O)O)=CC[C@H]2c2ccc(C(C)C)cc2)cc1
 : 20.3%, x, x, 1.0%, 54.8%[activator], x, -0.2%
CCNC(=O)C(=O)Nc1ccc(OC)c(Cl)c1
 : 8.0%, -2.5, 2.9%, -11.1%, 6.0%, 18.5, 28.9%
COCCNC(=O)CSCc1cc(C)cc(C)c1
 : -1.8%, 6.1, -3.2%, -2.7%, u, -7.0, -9.0%
O=Cc1ccccc1OCCCOc1cccc2cccnc12
 : -22.1%, 23.9*, -4.4%, -19.7%, 327.3%[activator], 56.1*, 33.9%[activator]

Three structures from above, sorted by number of heavy atoms, rising.
Screens in order: HCV inh, Cycloheximide cs, LmPK inh, TbPYK inhibitor, Pf growth 96h, Shiga toxin inh, Pf growth 48h
Cc1nc2scc(C)n2c(=O)c1S(=O)(=O)NCc1ccccc1
 : 14.6%, -5.0, 2.9%, -1.9%, 25.9%, -5.0, 25.4%
Cn1c(SCC(=O)Nc2ccc(F)cc2)nc2c([nH]c3ccccc32)c1=O
 : 7.9%, -2.8, 1.1%, -6.4%, 7.7%, -8.7, 21.1%
COC(=O)c1cc(-c2ccccc2)sc1NC(=O)CN1C(=O)c2ccccc2C1=O
 : u, -2.2, 1.9%, -13.6%, 0.0%, -7.8, 5.0%
